# Assay outcomes as filed in PubChem BioAssay.
# SENP8 block-1: SENP8 protease inhibitors, primary screen, biochemical, luminescence; Sentrin-specific protease 8 (Homo sapiens), Q96LD8; purified SENP8, Z-RLRGG-aminoluciferin cleavage; inhibition, % at 10 µM; 330,000 tested, 1.2% active; AID 2540, 2010; in the data active = inhibition above about 50%
# beta cell repl: inducers of MIN6 beta-cell proliferation, primary screen, ATP luminescence, uHTS; AID 2380, 2010; 330,000 tested, 0.29% active; MIN6 cells proliferation, ATPlite luminescence, 48 h; cells starved in 0.2% serum; 100% = growth in 10% serum; proliferation, % at 10 µM;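 active = compounds whose signal lies at least 3.5 SD above the mean of all wells on their plate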;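 also: 0% = DMSO-treated cells in low-serum medium and 100% = 10% serum control; some compounds called inactive have numbers as strong as hits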
# SENP8 block-2: human SENP8 protease inhibitors, primary screen, biochemical, fluorescence, Nedd8 protein substrate, uHTS; recombinant SENP8; AID 602440, 2012; Sentrin-specific protease 8 (Homo sapiens), Q96LD8; 360,000 tested, 0.64% active; inhibition, % at 20 µM; in the data active = inhibition mostly above about 40%, no sharp cut-off; inactive = mostly below about 27%
# PfGluPho inh: PfG6PD enzyme inhibitors, primary screen, biochemical, fluorescence intensity, uHTS; glucose-6-phosphate dehydrogenase-6-phosphogluconolactonase (Plasmodium falciparum 3D7); PfGluPho enzyme, NADPH resazurin-diaphorase fluorescence; inhibition, % at 20 µM; 350,000 tested, 0.78% active;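 active = inhibition reaching at least a set limit at 20 µM in the primary screen, cut at about 59% in these data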;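 also: 0% = DMSO wells with substrate and 100% = DMSO wells lacking glucose-6-phosphate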
# SENP7 block: SENP7 protease inhibitors, primary screen, biochemical, luminescence, uHTS | recombinant SENP7, Z-RLRGG-aminoluciferin luminescence, 40 min | inhibition, % at 5 µM | Sentrin-specific protease 7 (Homo sapiens), Q9BQF6 | 330,000 tested, 1.5% active | AID 434973, 2010;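 active = inhibition above about 50% at the single test dose, limit read from the data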;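 also: plate controls were DMSO with enzyme for no effect and no enzyme buffer wells for full effect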
# SENP1 FRET inh: human SENP1 catalytic domain inhibitors, primary screen, biochemical, FRET, uHTS; Sentrin-specific protease 1 (Homo sapiens), Q9P0U3; recombinant SENP1 catalytic domain, CyPet-SUMO1-YPet FRET cleavage; inhibition, % at 10 µM; 360,000 tested, 0.21% active;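 active = inhibition at least 30% at 10 µM, raw YFP signal under a set limit, fluorescence ratio 0.5 to 1.5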;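 also: 0% = enzyme with DMSO and 100% = no enzyme wells; some results filed as inactive read as strong as hits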
# Target sequence (Q9P0U3 419-644 limits assumed): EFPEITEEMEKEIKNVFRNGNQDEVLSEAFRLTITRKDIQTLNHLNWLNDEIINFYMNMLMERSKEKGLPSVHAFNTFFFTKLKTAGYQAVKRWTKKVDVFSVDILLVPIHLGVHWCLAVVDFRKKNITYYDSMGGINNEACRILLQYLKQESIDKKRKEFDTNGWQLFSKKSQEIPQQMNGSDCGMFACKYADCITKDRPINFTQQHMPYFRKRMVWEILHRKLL
#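 Material – human SENP1 catalytic domain · Input – SENP1 enzyme, 20 pM final · Compound dosing – single concentration of 10 µM compound, 0.5% DMSO final · Timing – enzyme reaction for 50 min at room temperature, dark · Measured by – FRET fluorescence in CFP and YFP emission channels · Control set – no-enzyme wells low, DMSO-plus-enzyme wells high control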
# SENP6 inh: SENP6 protease inhibitors, primary screen, biochemical, luminescence, uHTS. Recombinant SENP6 catalytic domain, aminoluciferin luminescence. inhibition, % at 10 µM. 330,000 tested, 1.8% active;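 active = inhibition above about 50% at the single tested dose, limit read from the data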;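 also: plate controls were DMSO wells with enzyme for no effect and DMSO wells lacking enzyme for full effect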
# Target sequence (Q9GZR1 628-1112 limits assumed): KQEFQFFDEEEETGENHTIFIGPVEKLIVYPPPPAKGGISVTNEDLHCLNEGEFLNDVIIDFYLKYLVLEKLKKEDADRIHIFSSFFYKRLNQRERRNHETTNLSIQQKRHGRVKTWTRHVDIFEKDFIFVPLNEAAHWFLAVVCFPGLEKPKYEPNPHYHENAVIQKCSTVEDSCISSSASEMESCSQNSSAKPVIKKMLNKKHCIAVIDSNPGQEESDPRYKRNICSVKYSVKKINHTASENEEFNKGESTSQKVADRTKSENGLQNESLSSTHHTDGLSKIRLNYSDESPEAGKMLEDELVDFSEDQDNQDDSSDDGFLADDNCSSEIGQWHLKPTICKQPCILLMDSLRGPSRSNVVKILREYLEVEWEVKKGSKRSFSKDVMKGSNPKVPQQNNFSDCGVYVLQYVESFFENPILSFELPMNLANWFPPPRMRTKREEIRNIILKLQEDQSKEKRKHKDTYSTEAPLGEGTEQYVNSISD
# HKDC1 inhibitor: HKDC1 hexokinase inhibitors, primary screen, biochemical, fluorescence, uHTS | Q2TB90 | inhibition, % at 20 µM | 340,000 tested, 0.16% active | AID 493160, 2011 | recombinant HKDC1, G6PDH/diaphorase resazurin coupled fluorescence;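 active = inhibition above about 35% when tested at 20 µM, limit read from the data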;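 also: plate controls were DMSO wells with enzyme for no effect and DMSO wells lacking enzyme for full effect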
#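 Test system: HK5 enzyme. Quantity: 5 µg/mL HK5 final. Reagent: glucose and ATP substrates. Schedule: 90 min reaction incubation at room temperature, dark. Technique: resazurin-to-resorufin fluorescence via G6PDH and diaphorase coupling, 525/613 nm. Control set: DMSO wells with and without enzyme mix.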
# UBC13 inh: UBC13 polyubiquitin chain formation inhibitors, primary screen, biochemical, TR-FRET, uHTS; 330,000 tested, 0.47% active; inhibition, % at 20 µM; Ubiquitin-conjugating enzyme E2 N (Homo sapiens), P61088; in the data active = inhibition above about 45%, passing the limit was not always enough
# Target sequence (P61088 whole entry, looked up): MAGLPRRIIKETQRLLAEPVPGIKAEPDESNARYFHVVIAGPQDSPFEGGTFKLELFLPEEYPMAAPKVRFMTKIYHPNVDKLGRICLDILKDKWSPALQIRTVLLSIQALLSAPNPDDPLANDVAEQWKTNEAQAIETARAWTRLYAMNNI
# * hit, by the source's call; x = no result given.
# Fields – SENP8 block-1	beta cell repl	SENP8 block-2	PfGluPho inh	SENP7 block	SENP1 FRET inh	SENP6 inh	HKDC1 inhibitor	UBC13 inh
[1] CCCn1c(-c2ccc(C(=O)OC)cc2)nc2c1c(=O)[nH]c(=O)n2Cc1ccccc1
    7	1	-293	1	6	1	-3	0	35
[2] CCOC(=O)c1cc(S(=O)(=O)N2CCC(C)CC2)cn1C
    -4	0	10	-13	6	2	1	-1	-1
[3] O=C(N/N=C\c1cn[nH]c1-c1ccccc1)c1cccnc1
    -4	-2	-7	8	-3	-2	-6	-11	5
[4] Cc1sc2nc(SCC(=O)NCc3ccco3)n(-c3ccccc3)c(=O)c2c1C
    -3	-2	-7	-6	-7	1	-3	-8	-2
[5] O=C(/C=C/c1ccco1)N(Cc1ccc(Cl)cc1)C1CCS(=O)(=O)C1 (stereo not given)
    -8	3	9	39	-11	-5	-11	4	-9
[6] NC(=O)c1nn(-c2ccccc2)nc1NC(=O)CN1CCCC1
    9	1	-96	7	5	1	12	-4	2
[7] CCc1cc(=O)oc2c(CN3CCCC3)c(O)c(Cl)cc12
    4	-2	-300	-9	7	-145	-4	3	20
[8] CC1=C(C(=O)O)N2C(=O)C(NC(=O)c3nn(C)cc3Cl)C2SC1 (stereo not given)
    -7	-1	16	7	-12	2	-13	-6	-2
[9] CCOC(=O)CSc1nnc(CNc2ccc(Cl)cc2)n1Cc1ccccc1
    7	0	15	-27	6	1	-2	-8	10
[10] O=C(N/C(=C\c1ccc(Br)cc1)C(=O)N1CCCC1)c1cccs1
    0	-2	17	-13	0	-1	5	-3	2
[11] O=C(c1ccc2c(c1)OCO2)C1CCCN(Cc2cc(F)ccc2-n2cccn2)C1 (stereo not given)
    -6	-1	-7	-3	2	0	-21	-5	16
[12] O=C(CCSc1ccccc1)N1CCCC1
    -14	1	16	1	-3	2	6	-10	-9
[13] CCN(CC)CCCN(Cc1cc2cc3c(cc2[nH]c1=O)OCCO3)C(=O)Nc1ccccc1
    4	-5	-441	-18	1	2	1	-7	0
[14] COc1cccc(CNC(=O)CCC2CCCN(C(=O)c3cccc(Cl)c3)C2)c1 (stereo not given)
    1	3	4	-8	-12	2	1	-1	5
[15] CC(=O)N1c2ccccc2C(=O)OC1c1cccnc1 (stereo not given)
    -7	-2	9	-6	-9	2	-4	-7	-4
[16] CCCCc1ccc(CC(=O)Nc2cc(S(=O)(=O)N3CCOCC3)ccc2O)cc1
    3	1	3	27	-3	0	-16	-2	-20
[17] CCCCn1c(N)c(N(CCOC)C(=O)CN2C(=O)C3CCCCC3C2=O)c(=O)[nH]c1=O (stereo not given)
    -10	0	-7	3	-2	-5	-4	0	3
[18] CCc1ccccc1NC(=O)N[C@@H](C)C(=O)OC
    -5	-2	14	0	-6	0	-6	-3	-5
[19] Cc1c(C(=O)NCCCN2CCOCC2)sc2ncnc(N3CCN(c4ccccc4)CC3)c12
    x	x	1	11	x	1	x	-3	x
[20] Cc1ccccc1-n1ncc2c([N+](=O)[O-])cc([N+](=O)[O-])cc21
    1	-6	28	-6	3	1	8	6	-13

# Complete entries as entered above.
# CCCn1c(-c2ccc(C(=O)OC)cc2)nc2c1c(=O)[nH]c(=O)n2Cc1ccccc1 across the screens: SENP8 block-1 = 7; beta cell repl = 1; SENP8 block-2 = -293; PfGluPho inh = 1; SENP7 block = 6; SENP1 FRET inh = 1; SENP6 inh = -3; HKDC1 inhibitor = 0; UBC13 inh = 35
# CC1=C(C(=O)O)N2C(=O)C(NC(=O)c3nn(C)cc3Cl)C2SC1 (stereo not given) across the screens: SENP8 block-1 = -7; beta cell repl = -1; SENP8 block-2 = 16; PfGluPho inh = 7; SENP7 block = -12; SENP1 FRET inh = 2; SENP6 inh = -13; HKDC1 inhibitor = -6; UBC13 inh = -2
# O=C(CCSc1ccccc1)N1CCCC1 across the screens: SENP8 block-1 = -14; beta cell repl = 1; SENP8 block-2 = 16; PfGluPho inh = 1; SENP7 block = -3; SENP1 FRET inh = 2; SENP6 inh = 6; HKDC1 inhibitor = -10; UBC13 inh = -9

# Quoted at random: 2 compounds from above.
# Fields – SENP8 block-1	beta cell repl	SENP8 block-2	PfGluPho inh	SENP7 block	SENP1 FRET inh	SENP6 inh	HKDC1 inhibitor	UBC13 inh
[17] CCCCn1c(N)c(N(CCOC)C(=O)CN2C(=O)C3CCCCC3C2=O)c(=O)[nH]c1=O (stereo not given)
    -10	0	-7	3	-2	-5	-4	0	3
[13] CCN(CC)CCCN(Cc1cc2cc3c(cc2[nH]c1=O)OCCO3)C(=O)Nc1ccccc1
    4	-5	-441	-18	1	2	1	-7	0

# Following part.
# Fields – SENP8 block-1	beta cell repl	SENP8 block-2	PfGluPho inh	SENP7 block	SENP1 FRET inh	SENP6 inh	HKDC1 inhibitor	UBC13 inh
[21] COc1ccc(-c2csc(N)n2)cc1F
    -24	0	21	-15	-11	2	7	15	-3
[22] COc1ccc(NC(=O)CC2CCCC2)cc1S(=O)(=O)N1CCCCC1
    3	0	9	-26	-3	1	-2	13	2
[23] CC(=O)c1c(C)nn(CC(O)COc2ccc3ccccc3c2)c1C (stereo not given)
    4	-1	6	14	6	0	-3	-2	-11
[24] COCCn1c(=O)[nH]c2cc(C(=O)Nc3cc(OC)c(OC)c(OC)c3)ccc2c1=O
    -3	-3	15	0	10	0	7	-4	4
[25] Cc1cccc(N2CCN(C(=O)C3CCN(S(=O)(=O)c4cccc5cccnc45)CC3)CC2C)c1 (stereo not given)
    -5	-5	1	4	5	-4	15	2	6
[26] O=C(CSc1nnc(-c2cnccn2)n1Cc1ccco1)Nc1ccc(Br)cc1
    3	-1	12	2	2	3	-19	-4	14
[27] CCCCn1c(/N=C/c2ccc(N(C)C)cc2)nc2ccccc21
    -16	4	-6	9	-7	-15	-14	0	-8
[28] Cc1ccccc1NCc1ccccc1O
    -1	-2	7	6	0	2	7	-2	2
[29] CN(C(=O)c1ccccc1Cl)c1ccccc1C(=O)NCc1ccccc1
    -5	5	1	3	3	0	-15	-6	3
[30] Cc1ccc(/C=N/n2c(C)nnc2C)cc1
    2	-1	25	-17	6	-1	3	-12	-8
[31] CCOC(=O)CC(/C(C)=N\O)c1ccccc1 (stereo not given)
    -4	2	16	-2	-4	0	-2	-1	-4
[32] Clc1nc(NCc2ccco2)nc(N2CCCCC2)n1
    -14	1	13	10	-1	0	-4	-13	2
[33] O=C(NCCc1ccc(Cl)cc1)/C(=C/c1cccnc1)NC(=O)c1ccccc1
    2	-2	-49	2	6	-5	2	-17	2
[34] CCC(C(=O)N1CCC(C(N)=O)CC1)n1nc(C)n2c(cc3occc32)c1=O (stereo not given)
    0	3	7	13	-5	0	-9	-4	2
[35] COC(=O)c1ccc(OCC(=O)Nc2ccccc2C(=O)NC2CC2)cc1
    -10	6	-75	-2	-3	-7	4	5	6
[36] O=C1N[C@H](Cc2ccccc2)COC(=O)[C@H](Cc2ccc(F)cc2)C/C=C\C[C@@H]1CC(=O)N(CCO)Cc1ccccc1
    5	-6	18	16	4	-3	-9	2	11
[37] COc1ccc(CN2CCNC(=O)C2CC(=O)N(C)Cc2nccs2)c(OC)c1 (stereo not given)
    -7	-1	21	-4	11	0	-15	-1	-4
[38] Cc1[nH]n(-c2cccc(Cl)c2)c(=O)c1C=NCC(C)C
    0	0	17	8	0	3	-14	1	4
[39] CC(=O)NCC1CCCN(Cc2cn(-c3ccccc3F)nc2-c2cc(C)sc2C)C1 (stereo not given)
    -7	-1	12	4	5	0	-27	0	20
[40] Nc1ccccc1SCc1ccccc1Cl
    -6	-2	21	8	-2	2	-13	0	0
[41] CCCC(=O)Nc1ccc(-c2nc3cc(C)ccc3o2)cc1
    48	-2	-500	12	71*	-3	71*	3	14
[42] COc1ccc(Cl)cc1NC(=O)Nc1cnccn1
    -9	-1	2	14	0	2	-12	-7	11
[43] COCCNC(=O)c1onc(CSc2cccc(C)c2)c1C(=O)O
    x	x	6	1	x	2	x	-1	x
[44] CCO/C=C1/C(=O)N(c2ccccc2OC)C(=O)c2ccccc21
    16	-3	-414	-22	31	-64	35	3	-4
[45] COc1ccc(CCNC(=O)c2ccccc2NC(=O)C2=C(C)OCCS2)cc1OC
    3	-1	18	1	5	1	17	5	-6
[46] C1=CCN(Cc2ccccc2)C1
    4	-2	11	10	-4	-3	4	-8	9
[47] Cc1ccc(C)c(OCCCN2CCNCC2)c1
    -3	-1	11	-8	-4	2	-2	-5	5
[48] COc1ccc(CNC(=O)C(C)n2nc(C)n3c(cc4occc43)c2=O)cc1 (stereo not given)
    -4	-5	3	-14	12	-2	-12	2	-6
[49] O=C(/C=C/c1ccc(Br)cc1)NC1CCCCCC1
    -13	-4	14	18	38	1	27	-7	-14
[50] Cc1cccc(NS(=O)(=O)c2ccc(NC(=O)N3CCCCC3)cc2)c1
    5	0	-2	-1	0	2	-9	-2	-3
[51] Cc1cc(C)nc(-n2nc(C)c(C3(O)C(=O)Nc4ccc(F)cc43)c2N)n1 (stereo not given)
    -1	-2	13	-8	-5	0	-6	0	-11
[52] CC(NC(=O)C1CCN(c2nnc(-n3cccc3)s2)CC1)C12CC3CC(CC(C3)C1)C2 (stereo not given)
    -2	-6	9	-2	-5	-1	-6	5	-3
[53] O=c1c2ccccc2[nH]c(=S)n1Cc1ccc2c(c1)OCO2
    -10	-1	3	0	1	0	-4	-4	30
[54] CCCC1CC(=O)NC1(C(=O)OCC)C(=O)OCC (stereo not given)
    x	x	-7	5	x	2	x	-9	x
[55] O=C(Nc1ccccc1Oc1ccccc1)C1CC1
    -4	0	30	-22	-11	0	-11	-2	-1
[56] CCOC(=O)C(C)/C(C)=N\Nc1ccc([N+](=O)[O-])cc1[N+](=O)[O-] (stereo not given)
    4	-4	21	12	0	4	-10	-1	-26
[57] CC(=O)N1CCn2c3ccc(C)cc3c3cccc1c32
    -6	-2	5	11	6	-1	-18	3	6
